Hck Nef HTS: blocks Nef-activated human Hck kinase. Recombinant Hck-YEEI plus Nef, Z-Lyte FRET kinase assay. inhibition, % at 20 µM. 0.68% of 220,000 active;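 active means Hck-Nef kinase inhibition above about 50%, limit read from the data; inactive means inhibition below that limit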;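 further: 0% = DMSO with Hck plus Nef and 100% = Hck alone without Nef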
TNF necrop inh: inhibitors of TNF-alpha induced necroptosis in Jurkat FADD-/- cells | Jurkat FADD-/- TNF necroptosis rescue, ATP luminescence, 24 h; 0 = TNF only, 100 = no-TNF cells | activation (protection from cell death), % at 10 µM | 0.068% of 220,000 active | AID 463075;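 active means activation, meaning protection from cell death, of at least 50% relative to plate controls; inactive means activation below 50%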;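 further: necroptosis triggered by 40 ng/mL TNF-alpha added together with compound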
Runt-SMMHC FRET: inhibitors of human RUNX1 Runt domain binding to CBFb-SMMHC | Q01196+Q13951 | inhibition, % at 20 µM | 0.74% of 220,000 active | AID 1434 | Cerulean-Runt/Venus-CBFb-SMMHC FRET ratio 530/480, 1 h;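 active means mean inhibition across duplicate retests at 20 µM reaching about 50%, limit read from the data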;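 further: 0% = DMSO wells and 100% = wells with excess untagged CBFb-SMMHC; inhibitors lower the FRET ratio by blocking Runt binding to CBFb-SMMHC; some results filed as inactive read as strong as hits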
zVAD death inh: blocks zVAD induced death of L929 cells; AID 1377; viability rescue, % at 10 µM; L929 zVAD necroptosis rescue, ATP luminescence, 24 h; with zVAD 60 µM; 0.38% of 220,000 active;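 active means activation, scaled between plate controls, above about 75%, limit read from the data; inactive means activation under that limit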;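 further: 0% = zVAD with DMSO and 100% = DMSO alone without zVAD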
EP2 antag: blocks the human prostaglandin E2 receptor EP2; P43116; C6 glioma cells expressing human EP2, cAMP TR-FRET; cells stimulated with saturating PGE2; inhibition, % at 25 µM; 0.52% of 260,000 active; AID 1422;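 active means percent inhibition above 40 after rounding to a whole number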;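 further: rat C6 glioma host cells with rolipram phosphodiesterase inhibitor present; the protocol text gives 20 µM as final concentration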
Target sequence (P43116 whole entry, looked up): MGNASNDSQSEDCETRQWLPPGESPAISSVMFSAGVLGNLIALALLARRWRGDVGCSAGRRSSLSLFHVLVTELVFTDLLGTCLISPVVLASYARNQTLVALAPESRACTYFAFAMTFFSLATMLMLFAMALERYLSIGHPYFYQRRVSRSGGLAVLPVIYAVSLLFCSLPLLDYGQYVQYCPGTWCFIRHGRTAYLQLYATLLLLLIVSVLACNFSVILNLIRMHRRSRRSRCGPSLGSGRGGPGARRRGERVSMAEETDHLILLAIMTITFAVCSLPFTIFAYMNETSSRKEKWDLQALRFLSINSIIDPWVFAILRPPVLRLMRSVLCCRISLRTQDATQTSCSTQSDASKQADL
Runt-CBFb FRET: blocks binding of human RUNX1 Runt domain to CBFb; Cerulean-Runt/Venus-CBFb FRET ratio 530/480, 1 h; inhibition, % at 20 µM; 0.46% of 220,000 active;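 active means inhibition over about 50% at 20 µM in the single-dose screen, limit read from the data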;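 further: 0% = DMSO wells and 100% = excess unlabeled CBFb competitor control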
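Assay system: Cerulean-tagged RUNX1 Runt domain (FRET donor) fusion protein / Amount: 100 nM each of Venus-CBFb and Cerulean-Runt domain / Medium: Tris buffer pH 7.5 with salts and BSA / Also added: Venus-CBFb 100 nM / Schedule: 1 h complex formation plus 1 h compound treatment, room temperature / Signal: FRET fluorescence / Read-out: loss of energy transfer signal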
RBBP9 inhibitor: human RBBP9 hydrolase inhibition; O75884; recombinant RBBP9, FP-Rh probe fluorescence polarization; inhibition, % at 7.94 µM; 0.2% of 220,000 active; AID 1515;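 active means inhibition above the campaign mean of all tested compounds plus 3 SD, cut at about 14% in these data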;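 further: plate controls were DMSO wells with RBBP9 for no effect and wells lacking RBBP9 protein for full effect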
Target sequence (O75884 whole entry, looked up): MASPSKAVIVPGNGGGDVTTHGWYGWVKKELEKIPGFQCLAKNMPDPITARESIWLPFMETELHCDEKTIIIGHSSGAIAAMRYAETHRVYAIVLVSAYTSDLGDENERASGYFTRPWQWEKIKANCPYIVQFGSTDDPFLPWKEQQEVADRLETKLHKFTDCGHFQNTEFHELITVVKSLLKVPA
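System: RBBP9 protein | Quantity: 2.5 µM RBBP9 dispensing solution, before mixing | Reagent: FP-Rh probe, 375 nM dispensing solution | Timing: Enzyme-compound preincubation 30 min, then probe labeling 45 min, 25 °C | Measured by: Fluorescence polarization | Read-out: % inhibition | Replication: One well per compound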
PERK inh: inhibitors of human PERK kinase | Q9NZJ5 | CHO PERK-DD fusion, SEAP luminescence translation reporter | inhibition, % at 5.6 µM | 0.17% of 220,000 active | AID 1416;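 active means inhibition above the mean inhibition of all tested compounds plus 3 SD, set separately per screening campaign, cut at about 2.9% in these data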;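 further: PERK kinase domain activated by AP20187 dimerizer at 100 nM; 0% = DMSO with dimerizer and 100% = rapamycin at 8.4 µM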
EP2 mod: EP2 receptor (human) modulation. EP2-expressing cells, cAMP HTRF FRET, PGE2 co-stimulation. 0.83% of 260,000 active. P43116. induction, % at 25 µM;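 active means compounds whose cAMP rise, as percent of the full-agonist control response, exceeds 60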;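 further: rat C6 glioma line stably carrying human EP2 under a CMV promoter; the protocol text gives 20 µM as final concentration; 100% = response of wells given 1 µM PGE2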
* hit, by the source's call; · = no result given.

mol	Hck Nef HTS	TNF necrop inh	Runt-SMMHC FRET	zVAD death inh	EP2 antag	Runt-CBFb FRET	RBBP9 inhibitor	PERK inh	EP2 mod
COc1cccc(Oc2ccc(N)cn2)c1	-1.2	-2.1	18.4	1.1	12.9	3.6	-8.3	0.2	27.2
Nc1ccc2nc(Cc3ccccc3)[nH]c2c1	27.9	-5.6	-7.0	-0.2	8.8	2.9	9.7	0.3	7.0
CCOC(=O)C(=O)Nc1ccc(F)cc1	-1.6	0.0	-6.2	-0.3	12.6	1.3	1.5	1.1	15.9
COc1ccc(C(=O)CCC(=O)N2CCN(c3ccc(N4CCOCC4)nn3)CC2)cc1	1.0	-0.4	1.5	-0.4	10.0	6.9	-3.5	-0.7	-4.8
CC(=O)C1=C(O)C(=O)N(CCCn2ccnc2)C1c1ccc(C)cc1 (stereo not given)	0.2	-1.4	-2.6	0.1	32.2	-0.9	-9.0	2.2	-6.7
COc1cc(/C=C/C(=O)NCc2cccnc2)cc(OC)c1OC	-0.9	-3.4	-7.5	-0.4	10.8	-2.4	6.5	1.1	-3.9
CCOC(=O)c1c(C)[nH]c(/C(C)=N/O)c1C	0.7	-1.1	-8.8	6.6	15.1	-3.2	-4.8	0.8	10.3
CCc1ccc2[nH]c(=O)c(CN(CCCN3CCOCC3)C(=O)Nc3ccccc3)cc2c1	2.2	-2.7	-0.5	0.2	14.8	-1.8	-0.4	-1.0	-16.3
CCOc1cc2oc(=O)c3c(c2cc1Cl)CCC3	1.4	-3.0	1.0	-0.1	5.7	3.7	-7.9	0.4	-4.3
N/C(=N\OC(=O)c1ccc(Br)cc1)c1ccncc1	18.1	-0.5	0.3	2.5	1.4	-0.7	-1.5	1.1	11.6
Clc1ccc(-n2cnnn2)cc1	2.3	-0.3	5.8	-0.4	4.7	-0.6	-2.7	1.4	9.2
C=CCNC(=S)N1CCN(c2ncc(C(F)(F)F)cc2Cl)CC1	7.7	-1.3	3.4	3.1	11.0	-1.8	-6.5	-0.6	-8.7
CC(=O)NC1(c2ccc(F)cc2)CCN(C(=O)Nc2ccc(F)cc2F)CC1	-0.6	-0.2	-3.8	0.0	20.1	-3.1	-4.4	1.1	22.6
COc1ccc(CCNCC(=O)Nc2ccccc2C(F)(F)F)cc1	-8.7	1.3	-7.1	1.2	6.5	-0.8	-0.9	-0.1	-2.0
Cc1ccc(S(=O)(=O)Nc2ccnc3ccccc23)cc1	-1.1	-1.1	-2.4	0.3	13.5	2.2	0.0	-0.5	-11.9

(more compounds)
mol	Hck Nef HTS	TNF necrop inh	Runt-SMMHC FRET	zVAD death inh	EP2 antag	Runt-CBFb FRET	RBBP9 inhibitor	PERK inh	EP2 mod
CC(=O)Nc1ccc(NC(=O)c2ccc(NS(=O)(=O)c3cc(C(C)(C)C)cc(C)c3C)cc2)cc1	1.9	2.0	-3.9	0.7	8.5	-1.6	-15.7	0.8	8.4
CCn1c(SCc2cc(=O)[nH]c3ccccc23)nc2c1c(=O)n(C)c(=O)n2C	-0.1	-0.8	·	0.1	·	·	-2.9	-0.4	·
CC(C)(C)c1ccccc1NC(=S)NCc1ccccc1	-0.7	-8.6	-3.8	-0.5	5.5	0.7	-4.7	0.6	9.8
COc1cc(NC(=O)c2ccc(OC)c([N+](=O)[O-])c2)ccc1NC(=O)c1cccs1	4.6	1.8	-14.5	0.0	7.9	-9.0	-0.7	0.5	-52.3
Cc1ccc(C(=O)NCCc2csc(-c3cccnc3)n2)cc1	1.3	0.1	0.5	10.4	10.9	-0.1	-2.2	-1.1	-15.6
Nn1cnc2scc(-c3cccs3)c2c1=O	20.9	-0.7	-0.6	0.8	4.7	0.9	-5.8	0.3	-16.6
O=C1CCCC2=C1C(c1ccccc1)n1c(s/c(=C/c3cccc(F)c3)c1=O)=N2 (stereo not given)	1.9	-6.8	-64.9	-0.9	·	-16.0	-8.3	0.4	23.9
CCN(CC)CCCC(C)NC1=NCCCCC1 (stereo not given)	1.9	-2.8	3.6	0.8	11.7	-0.2	-9.1	1.4	12.0
CSCCC(NC(=O)c1ccc([N+](=O)[O-])cc1Cl)C(=O)OCC(=O)NCCCc1ccccc1 (stereo not given)	1.2	0.0	2.5	-0.2	1.6	-2.9	-6.0	-0.4	-67.9
Cc1cccc2sc(NC(=O)CN3C(=O)c4ccccc4C3=O)nc12	3.2	2.6	0.9	0.6	8.7	2.6	-7.3	0.6	9.3
CCOc1ccc(NC(=O)[C@@H](NC(=O)c2ccccc2)[C@@H](C)CC)cc1	0.1	-1.7	-1.4	-1.5	12.6	0.6	-5.5	-1.2	11.3
CC(C)C(=O)Nc1cccc(S(=O)(=O)c2cccc(NC(=O)C(C)C)c2)c1	-9.3	-0.6	0.6	-0.4	12.9	-2.8	-7.9	-0.3	-8.5
COc1cc(/C=N/NC(=O)c2cccnc2)ccc1OCC(=O)Nc1ccccc1Cl	25.7	-2.3	-0.9	39.9	5.0	-1.2	-3.8	0.5	-23.9
COCCNC(=O)/C(C#N)=C/c1ccc(O)cc1	25.2	-4.0	18.8	0.7	8.4	12.3	-2.0	1.5	1.4
O=c1oc2c(CN3CCOCC3)c(O)c(Cl)cc2c2c1CCCC2	79.7*	2.5	41.9	1.9	8.6	104.6*	-4.1	-0.3	4.0

Remaining list, next part
mol	Hck Nef HTS	TNF necrop inh	Runt-SMMHC FRET	zVAD death inh	EP2 antag	Runt-CBFb FRET	RBBP9 inhibitor	PERK inh	EP2 mod
O=c1[nH]nc(Cc2ccc3ccccc3n2)c2ccccc12	0.2	0.0	2.6	0.4	13.6	-1.2	1.7	-0.5	8.6
Cc1ccc2c(c1)NC(=O)C(CC(=O)NCCCN1CCc3ccccc3C1)O2 (stereo not given)	1.3	-2.4	1.5	1.4	6.0	2.2	-1.0	0.2	-42.1
COC(=O)c1cc(NS(=O)(=O)c2ccc(N3CCCCCC3)c([N+](=O)[O-])c2)cc(C(=O)OC)c1	-2.9	-0.3	-1.8	1.1	16.3	-0.9	-11.4	-1.8	29.1
S=c1[nH]nc(COc2ccccc2)n1/N=C/C(Cl)=C/c1ccccc1	-0.6	-17.7	10.2	0.2	1.4	6.2	-5.6	-0.5	-10.4
COC(=O)c1cccc(C(=O)N2CCCC(C(=O)c3cc(F)ccc3F)C2)c1 (stereo not given)	25.2	0.8	1.7	6.7	0.5	-0.7	-1.1	0.3	1.6
Cc1nc2c(ccc3nc(NC(=O)Cc4ccccc4)sc32)s1	-1.0	13.2	1.7	·	5.3	0.2	-6.6	-0.6	-21.2
COc1ccc2nc(N3C(=O)/C(=C/c4ccccc4)NC3=S)sc2c1	10.5	-1.6	-36.2	0.0	12.9	-20.1	-13.4	-0.2	-43.2
COc1ccc(/C=C/CN2CCCC(CO)(Cc3cccc(Cl)c3)C2)cc1 (stereo not given)	20.7	3.1	-1.2	-0.3	6.2	0.1	-9.9	-0.6	-33.8
Cc1ccc(C(=O)NCC2CCCO2)cc1N1CCCC1=O (stereo not given)	-1.0	1.3	-2.1	2.0	9.9	0.6	-4.8	0.1	30.2
CCCCCCn1c(COc2ccccc2F)nnc1SCC(=O)N1c2ccccc2NC(=O)C1(C)C	-3.7	-10.4	-6.7	0.8	11.0	-8.1	-7.8	0.1	64.3*
Cc1nc(NC(=O)/C=C/c2ccc(F)cc2)sc1C(=O)N(C)C	3.5	-2.4	2.1	0.5	5.9	0.2	-3.5	0.8	-3.2
C/C(=N\O)C1CCCCC1	16.6	1.7	2.6	1.1	4.6	1.5	-3.1	0.6	8.7
Cc1ccc2nc(-c3ccsc3)c(NC3CCCC3)n2c1	21.7	-0.4	-0.3	-0.4	7.8	0.0	-1.6	0.7	42.5
CC(C)Cc1cc(C(=O)NCCc2ccccc2)no1	-2.2	2.7	-0.1	-1.0	7.8	-3.8	-2.6	0.8	-4.6
CCN1CCN(CCNC(=O)C2CCCN(Cc3nc(-c4cccc(Cl)c4)oc3C)C2)CC1 (stereo not given)	-0.5	-3.5	-2.2	8.6	2.1	1.4	-9.5	-0.3	5.3

The listing continues:
mol	Hck Nef HTS	TNF necrop inh	Runt-SMMHC FRET	zVAD death inh	EP2 antag	Runt-CBFb FRET	RBBP9 inhibitor	PERK inh	EP2 mod
Cc1ccc(S(=O)(=O)N2CCCCC2)cc1NC(=O)COC(=O)c1ccc2c(c1)OCO2	3.8	-3.7	1.1	·	2.9	0.8	-6.5	0.9	9.1
CC(=O)NN1C(=O)c2ccccc2NC1c1ccco1 (stereo not given)	-1.0	0.8	-0.2	0.0	9.1	·	-5.0	1.0	23.3
O=C1CCC(C(=O)OCC(=O)C23CC4CC(CC(C4)C2)C3)N1 (stereo not given)	1.9	-0.8	2.6	1.6	11.8	-2.0	-10.1	1.5	23.6
CCCCn1nnc(N(C(=O)c2cccs2)C(=O)c2cccs2)n1	-9.2	0.5	-3.9	8.0	3.6	-4.4	2.0	-0.1	42.4
CC(=O)NCCC(=O)Nc1nc(C)c(Cc2ccc3c(c2)OCO3)s1	6.7	-2.2	6.1	-0.7	8.7	-0.8	6.3	0.4	31.9
CC(=O)N1CCc2cc(S(=O)(=O)NC(Cc3ccccc3)C(=O)Nc3cc(C)ccn3)ccc21 (stereo not given)	10.3	-1.5	-2.6	0.0	3.8	0.8	0.3	-0.4	-20.7
C1CCN(c2nc(N3CCCC3)nc(N3CCNCC3)n2)C1	-1.1	-2.2	-1.3	17.6	5.5	-0.9	-6.4	-1.0	24.7
O=C(Nc1ccc2c(c1)C(=O)NC2=O)c1ccc2ncsc2c1	2.5	-0.9	-2.5	1.2	11.0	-1.4	-7.8	0.9	28.5
Nc1nc(SCC(=O)Nc2ccccc2Sc2ccccc2)n[nH]1	5.6	-2.0	-1.7	-0.2	13.9	0.5	2.3	0.3	26.3

Only part of the results is shown. The share of hits here may be higher or lower than overall.
